GSIS activator – GLuc luminescence reporter in INS-1E cells, primary screen for activators of glucose-dependent secretion of insulin | INS-1E GLuc reporter insulin secretion, 2-3 h | activation, % at 16.6 µM | 370,000 tested, 0.61% active | AID 743287;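 active = lowest replicate activation of at least 40%, so every replicate reaches that level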;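 also: 0% = median of neutral control wells and 100% = median of IBMX positive control wells; some compounds called inactive have numbers as strong as hits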
ARNT TACC3 PPI – disrupts binding between human ARNT and TACC3; AlphaScreen His-ARNT PAS-B/GST-TACC3 binding, luminescence; TACC3 fragment carries E629A point mutation; inhibition, % at 9.99 µM; Q9Y6A5; 390,000 tested, 0.66% active;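 active = mean inhibition of replicates at least 50% and at least half of replicates each reaching 50%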;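 also: 0% = complete ARNT plus TACC3 wells and 100% = ARNT alone without TACC3; many hits fall short of the cut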
PAX8 inh HTS – lowers PAX8-driven luciferase in RMG-I cells; AID 652154; RMG-I TPO-luciferase reporter, SteadyGlo, 24 h; inhibition, % at 12.6 µM; 360,000 tested, 1.2% active;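 active = mean replicate inhibition at least 60% with every replicate also reaching 60%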;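 also: luciferase light reporting Pax8 driven TPO promoter activity; plate controls were median of neutral control wells for no effect and mitoxantrone controls for full effect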
PGC1a acetyl inh – lowers PGC1a acetylation signal in U2OS cells | 350,000 tested, 0.17% active | AlphaScreen anti-acetyl-lysine; with virally co-expressed GCN5 acetyltransferase | inhibition, % at 15.6 µM;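 active = every replicate shows inhibition of at least 40%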;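 also: 0% = neutral control wells and 100% = positive control wells; some results beyond the cut were filed as inactive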
LGR2 antag – blocks bursicon-induced cAMP signaling via Drosophila LGR2; HEK293 LGR2, CRE-luciferase, bursicon-stimulated, 4 h; inhibition, % at 9.99 µM; 380,000 tested, 0.35% active; AID 720647;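 active = drop in luminescence signal, shown as inhibition above about 50% in the replicate tests, limit read from the data, passing the limit was not always enough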;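 also: agonist challenge used bursicon conditioned medium at about half maximal strength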
PglD inh – PglD (C. jejuni) enzyme inhibition; purified PglD enzyme, DTNB colorimetric CoA detection; inhibition, % at 12.5 µM; 360,000 tested, 0.098% active; AID 602405; in the data active = inhibition above about 16%, passing the limit was not always enough; also: strong numbers were not always called active
Cneo AK release – causes C. neoformans cell lysis. adenylate kinase release luminescence, 4 h; normalised: neutral wells 0, clomiphene wells 100. lysis activity, % at 15 µM. 360,000 tested, 0.2% active. AID 651654;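 active = mean lysis activity across replicates of at least 80%, whatever share of replicates individually reach that level; inactive = mean lysis activity below 80%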
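Material – Cryptococcus neoformans yeast cells · Quantity – 5 × 10^6 yeast cells/mL · Buffer or medium – YPD medium · Compound – single dose · Timing – 4 h static compound exposure, 37 °C, read 1 h post-reagent · Signal – adenylate kinase release luminescence · Read-out basis – lysis from increased AK signal · Benchmarks – Clomiphene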
Statin myotox sup – protects C2C12 myotubes from simvastatin toxicity; rescue of ATP level, % at 7.49 µM; ATP luminescence, 48 h; scaled: DMSO 0, geranylgeraniol control 100; 330,000 tested, 0.78% active;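 active = mean ATP rescue above about 67%, or every replicate alone reaching that limit, limit read from the data, passing the limit was not always enough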;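 also: myotubes were challenged with 10 µM simvastatin during compound exposure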
* hit, by the source's call; · = no result given.

SMILES	GSIS activator	ARNT TACC3 PPI	PAX8 inh HTS	PGC1a acetyl inh	LGR2 antag	PglD inh	Cneo AK release	Statin myotox sup
CC1=NN(C(=O)c2ccc(Br)cc2)C(O)(C(F)(F)OC(F)(F)F)C1 (stereo unspecified)	-21	-10	·	-3	·	3	2	-24
CCOc1ccc(-n2cnc3scc(-c4ccc(OC)c(OC)c4)c3c2=O)cc1	3	-1	8	-4	-15	·	·	·
COc1cc(NC(=S)NCCSc2ccc(C)cc2)cc(OC)c1	-13	0	-3	·	-12	·	·	·
COc1cc(C(=O)NCCCC2CCCC2)ccc1OC1CCN(C(C)=O)CC1	-5	-2	·	0	-3	-3	-2	·
COc1cc(/C=N/NC(=O)c2c(-c3c(Cl)cccc3Cl)noc2C)ccc1OCC(N)=O	0	·	-2	·	1	-4	1	·
Cc1ccccc1C(=O)NC1CCN(C(=O)Nc2ccccc2Cl)CC1	-16	2	1	-3	-3	·	·	·
COc1cccc(/C=C/C(=O)OCC(=O)c2c(N)n(C)c(=O)n(C)c2=O)c1	4	·	2	3	-3	-4	-1	5
COc1cccc(NC(=O)N[C@H]2CC[C@H](CC(=O)Nc3ccc(-c4ccccc4)cc3)O[C@H]2CO)c1	2	11	16	7	9	-1	-1	1
COc1ccccc1CNC(=O)N1CCN(S(=O)(=O)c2ccc(Cl)cc2)CC1	-12	0	17	-4	12	1	-2	6
C[C@@H]1CCCCO[C@H](CN(C)Cc2ccc(Cl)c(Cl)c2)[C@@H](C)CN([C@@H](C)CO)C(=O)c2cc(NS(=O)(=O)c3cn(C)cn3)ccc2O1	-18	14	10	-2	-3	0	3	·
O=C(NCCCN1CCCC1)Nc1ccc(F)cc1	-5	-7	5	-2	0	-4	1	-21
Cn1cccc1CNC(=S)Nc1ccccc1F	-3	1	1	-16	4	·	·	·
CN1c2ccc(-c3ccccc3)cc2[C@H]2[C@H](CCN2C(=O)c2ccccc2)[C@@H]1CO	-20	5	-7	10	10	2	-33	8
COc1ccccc1S(=O)(=O)N1CC[C@@H]2[C@@H](CO)Nc3ccc(-c4cccc(C#N)c4)cc3[C@@H]21	9	9	2	-3	10	-1	5	-10
COc1cc(/C=N/NC(=O)CCC(=O)NCc2ccccc2)cc(OC)c1OC	·	1	3	2	·	2	3	·
C[C@@H]1CN([C@H](C)CO)C(=O)Cc2cc(N(C)C)ccc2O[C@@H]1CN(C)Cc1ccc2c(c1)OCO2	21	·	-5	-4	3	·	·	-24
CCN1CCN(C(=O)C(C)N(c2ccc(C)cc2)S(C)(=O)=O)CC1 (stereo unspecified)	·	-1	·	-7	·	3	-3	-4
Cc1ccc(NS(=O)(=O)c2c(C)[nH]c(=O)[nH]c2=O)cc1F	-1	9	13	-7	-43	0	-1	3
Cc1[nH]nc2c1C(=O)CC(C)(C)C2	·	10	·	-13	·	-2	6	-11
CCn1c2ccccc2c2cc(/C=N/n3c(C)nnc3C)ccc21	·	1	·	28	·	-1	-6	7
COc1cccc(C(=O)NCc2ccccc2OC)c1	17	-58	·	1	12	5	-1	-1
O=C(Nc1ccccc1)N(CCc1ccncc1)C1CCCCC1	0	0	0	-5	5	-3	-1	-30
CC(=O)Nc1cncc(-c2cnn(CC(C)C)c2)n1	16	·	-42	-1	0	-6	-1	1
O=C(O)c1ccccc1SC1CC(=O)N(C2CCCCC2)C1=O (stereo unspecified)	·	-4	·	-18	·	-1	1	-6
Cc1cc(S(=O)(=O)NCCC2=CCCCC2)ccc1Br	-29	-4	6	·	4	-1	0	-21
CN1CCCN(S(=O)(=O)c2ccc3ccccc3c2)CC1	-9	9	-14	·	9	-1	17	6
CC(Oc1ccccc1)C(=O)Nc1ccccc1O (stereo unspecified)	8	-4	·	-7	15	-1	·	50
COc1cccc(S(=O)(=O)N(C)C[C@@H]2OCc3ccccc3-c3c(n(C)c4ccccc34)C(=O)N([C@H](C)CO)C[C@H]2C)c1	-1	32	44	-7	0	3	-3	23
C[C@H]1CN([C@@H](C)CO)C(=O)c2cc(-c3ccc(C#N)cc3)cnc2O[C@H]1CN(C)C(=O)c1ccccc1	0	-4	·	4	13	4	2	23
Cc1ccc(NS(=O)(=O)c2cc(OCC(N)=O)c(C)cc2Cl)cc1C	·	·	4	-4	·	-1	1	36
CCOC(=O)CCCNC(=O)CCNC(=O)c1ccc(OC(C)C)cc1	·	1	·	9	·	2	0	-21
COc1ccc(/C(N)=N/OC(=O)c2cccc([N+](=O)[O-])c2C)cc1	7	-9	20	1	19	·	·	·
Cc1noc(C)c1COC(=O)c1cc2ccccc2cc1O	9	-2	·	-9	-4	4	1	-5
Cc1[nH]c(=O)[nH]c(=O)c1S(=O)(=O)Nc1ccc(S(N)(=O)=O)cc1	1	-8	-4	1	6	7	0	-5
COc1ccc(S(=O)(=O)Nc2cccc3c2O[C@@H](CN(C)C(=O)Nc2ccc4c(c2)OCO4)[C@H](C)CN([C@@H](C)CO)C3=O)cc1	11	-5	·	-16	-15	0	0	·
Cc1ccc(NCc2nnc(SCC(=O)N3CCc4ccccc43)n2C)cc1	-4	-2	·	0	-1	-1	-1	8
Cc1c(NC(=O)c2cc(-c3ccc(Cl)c(Cl)c3)on2)c(=O)n(-c2ccccc2)n1C	·	0	5	·	5	-2	2	0
Cc1ccc(NS(=O)(=O)c2ccc(-c3cnc(C4CC4)o3)cc2)c(C)c1	3	-1	40	·	-17	4	0	-113
Cc1cccc(S(=O)(=O)N[C@@H]2CC[C@H](CCn3cc(-c4ccccn4)nn3)O[C@@H]2CO)c1	-8	·	7	8	-5	4	1	3
CCCN1[C@@H]2Cn3c(ccc(-c4ccccc4)c3=O)[C@H]1[C@@H](C(=O)NCCc1cn(C)cn1)[C@@H]2CO	19	-2	-1	·	-5	-2	2	4
CCOCC(O)CSCc1ccc(Cl)cc1 (stereo unspecified)	-16	-6	·	·	-1	0	1	-3
COCCCNCCCOc1ccc(C)cc1Br	19	-1	0	0	6	-6	1	·
Cc1ccc(S(=O)(=O)N2CCCCC2)cc1NC(=O)Cn1cnnn1	-1	-2	1	6	-3	0	-1	-3
CCOC(=O)Cc1ccc(NC(=O)c2ccccc2Br)cc1	-2	4	-36	·	·	5	-3	12
CC(/C=N/n1c(C2CCCCC2)n[nH]c1=S)=C\c1ccccc1	2	7	11	-3	4	-3	·	-10
CCC(=O)N1CCN(c2ccc(Cl)cc2NC(=O)c2ccc([N+](=O)[O-])o2)CC1	10	0	27	-62	-3	-1	0	-41
c1ccc(CCc2cc3ccccc3[nH]2)cc1	22	-2	13	1	-14	3	-1	-5
CC(C)c1cccc(-c2csc(C(O)c3cccc(Cl)c3)n2)c1 (stereo unspecified)	6	·	-10	-28	-6	5	-3	18
Cc1cnc(NC(=O)CSc2nnc(Cc3ccccc3)n2C)s1	20	0	·	-3	·	·	·	-2
O=C(NCc1cccnc1)c1cc(C2CCCCN2S(=O)(=O)Cc2ccccc2)on1 (stereo unspecified)	-11	·	-2	3	-9	4	0	1

Continued:
SMILES	GSIS activator	ARNT TACC3 PPI	PAX8 inh HTS	PGC1a acetyl inh	LGR2 antag	PglD inh	Cneo AK release	Statin myotox sup
CCCS(=O)(=O)NC(=O)C1(C)CCCN(C(=O)c2ccc3snnc3c2)C1 (stereo unspecified)	0	·	5	-1	13	1	-1	2
C=CCOc1ccc(CN(C)C(=O)c2ccc(CNS(=O)(=O)c3ccc(C)c(C)c3)cc2)cc1	·	30	28	4	·	2	2	-38
Cn1cccc1Cc1nnc(SCC(=O)NCc2ccc3c(c2)OCO3)n1CCc1ccccc1	·	3	·	-10	·	1	0	55
CC(C)NC(=O)Nc1ccc2c(c1)CC(=O)N([C@@H](C)CO)C[C@@H](C)[C@@H](CN(C)C(=O)Nc1ccc(F)cc1)O2	-7	-12	-9	-4	-3	-5	-1	-44
CCOc1nc(S(=O)(=O)c2ccc(C)cc2)c(Cl)s1	0	-11	·	-8	-12	4	-2	6
Cc1ccc(C(=O)C(C)OC(=O)c2cc3cc([N+](=O)[O-])ccc3oc2=O)cc1 (stereo unspecified)	-16	-4	·	-2	10	2	2	-14
C[C@@H]1CN([C@@H](C)CO)S(=O)(=O)c2ccc(-c3cncnc3)cc2O[C@H]1CN(C)C(=O)NC1CCCC1	-10	-2	-2	-4	23	0	2	2
COC(=O)[C@@H]1[C@@H](CO)[C@@H]2Cn3c(ccc(/C=C/c4ccccc4)c3=O)[C@@H]2N1C(=O)C1CCCC1	-5	-19	·	·	-10	1	-1	0
O=C(Nc1cccc(C(F)(F)F)c1)c1cc2c(s1)-c1ccccc1OC2	-24	3	-1	·	38	·	·	·
CCNc1nc(OC)nc(SCC(=O)Nc2ccccc2)n1	10	1	18	6	5	6	0	17

By substructure, the compounds so far containing bromine.
SMILES	GSIS activator	ARNT TACC3 PPI	PAX8 inh HTS	PGC1a acetyl inh	LGR2 antag	PglD inh	Cneo AK release	Statin myotox sup
CC1=NN(C(=O)c2ccc(Br)cc2)C(O)(C(F)(F)OC(F)(F)F)C1 (stereo unspecified)	-21	-10	·	-3	·	3	2	-24
Cc1cc(S(=O)(=O)NCCC2=CCCCC2)ccc1Br	-29	-4	6	·	4	-1	0	-21
COCCCNCCCOc1ccc(C)cc1Br	19	-1	0	0	6	-6	1	·
CCOC(=O)Cc1ccc(NC(=O)c2ccccc2Br)cc1	-2	4	-36	·	·	5	-3	12

Additional compounds follow.
SMILES	GSIS activator	ARNT TACC3 PPI	PAX8 inh HTS	PGC1a acetyl inh	LGR2 antag	PglD inh	Cneo AK release	Statin myotox sup
C[C@H]1CCCCO[C@@H](CN(C)C(=O)CCC(F)(F)F)[C@@H](C)CN([C@@H](C)CO)C(=O)c2cc(NS(=O)(=O)c3ccc(F)cc3)ccc2O1	-19	9	-3	4	-6	2	7	·
CC1CCCCC1NC(=O)C1CC(=O)N(Cc2ccccc2)C1 (stereo unspecified)	-23	-1	9	·	15	-1	7	1
Cc1ccc(S[C@]2(C(=O)NC(C)C)CC(=O)N(C3CCCCC3)[C@@H]2c2ccc(CO)cc2I)cc1	·	-9	2	-10	·	1	-11	·
O=C1OC(c2ccc(Cl)cc2)=N/C1=C\c1cccnc1	·	-3	·	-9	·	5	-1	-7
CCOC(=O)C1CCCN(C(=O)CSCc2ccccc2)C1 (stereo unspecified)	·	-2	2	-21	·	2	-1	10
C[C@@H]1CN([C@@H](C)CO)S(=O)(=O)c2ccc(C3=CCCCC3)cc2O[C@@H]1CN(C)Cc1cccc(C(=O)O)c1	22	0	-23	-4	0	5	-3	-1
COc1ccc2sc3c(=O)[nH]c4ccccc4c3c2c1	103*	-6	·	12	49	2	-1	·
Cc1cccc(C)c1NC(=O)C1CCN(C(=O)c2cccs2)CC1	-7	-5	-19	·	-14	2	4	8
Cc1nn(-c2ccccc2)c(C)c1/C=C/C(=O)OC(C)C(=O)Nc1ncc(Cl)cc1Cl (stereo unspecified)	1	·	19	·	-14	3	0	7
C=CC[C@@H](CC(=O)NCCO)C(=O)NC[C@@H](OC(=O)[C@H](CC=C)CC(=O)OC(C)(C)C)c1ccccc1	-16	-5	3	14	-2	-1	-3	-2

Copied from the list.
In Cneo AK release, O=C(O)c1ccccc1SC1CC(=O)N(C2CCCCC2)C1=O (stereo unspecified) has the entry 1
In PGC1a acetyl inh, CCCS(=O)(=O)NC(=O)C1(C)CCCN(C(=O)c2ccc3snnc3c2)C1 (stereo unspecified) has the entry -1

Next section
SMILES	GSIS activator	ARNT TACC3 PPI	PAX8 inh HTS	PGC1a acetyl inh	LGR2 antag	PglD inh	Cneo AK release	Statin myotox sup
NS(=O)(=O)c1ccc(CCNC(=O)COC(=O)/C=C/c2ccc(Cl)cc2)cc1	5	-1	-4	·	1	·	·	·
Cc1ccc(S(=O)(=O)N2CCOCC2)cc1NC(=O)COC(=O)Cc1ccc(Cl)cc1	-8	6	3	·	8	1	0	9
CC(O)CO (stereo unspecified)	6	·	·	2	-6	-3	-3	-2
C[C@H](O)C#Cc1ccc2c(c1)O[C@H](CN(C)C(=O)C1CCCCC1)[C@@H](C)CN([C@@H](C)CO)S2(=O)=O	8	11	·	0	15	4	0	-12
